Bioassay records as filed in PubChem BioAssay.
VEEV TC-83 Vero – inhibitors of VEEV TC-83 cytopathic effect, confirmation, Vero cells (AID 588727). inhibition, % at 20 µM, or IC50 in µM where a hit was titrated. Vero cells, VEEV TC-83 cytopathic effect inhibition; higher % means a stronger effect. 0.13% of 350,000 active; in the data active means a potency from the dose series; inconclusive means inhibition mostly from about 14% at the one dose, without a potency; inactive means the rest, 99 in 100 with inhibition below about 12%; further: strong numbers were not always called active
M. tuberculosis – growth inhibition of non-replicating M. tuberculosis (AID 488890); inhibition, % at 25 µM; hits with a dose series show IC50 in µM; Mycobacterium tuberculosis non-replicating, growth inhibition; higher % means a stronger effect; 0.39% of 320,000 active; in the data active means a potency from the dose series; inconclusive means inhibition mostly from about 82% at the one dose, without a potency; inactive means the rest, 99 in 100 with inhibition below about 76%;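 further: plate controls were DMSO cells for no effect and high antibiotic wells for full effect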
PhoP GFP inhibition – PhoP regulon inhibitors, Salmonella typhi PhoP promoter GFP reporter, confirmatory (AID 1850) | one-dose inhibition, % at 50 µM; IC50 in µM for titrated hits | Salmonella Typhi PhoP-promoter GFP reporter, fluorescence, 4 h; higher % means a stronger effect | 0.33% of 310,000 active; in the data active means a potency from the dose series; inconclusive means inhibition mostly from about 25% at the one dose, without a potency; inactive means the rest, 99 in 100 with inhibition below about 19%;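 further: 0% = induced wells with vehicle and 100% = uninduced wells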
H1N1 NS1A inhibition – H1N1 influenza NS1A inhibitors, functional cell based assay (AID 504329); one-dose inhibition, % at 12.5 µM; IC50 in µM for titrated hits; NS1A functional cell-based assay, percent inhibition; higher % means a stronger effect; 0.3% of 340,000 active; in the data active means a potency from the dose series; inconclusive means inhibition above about 27% without an active follow-up result; further: strong numbers were not always called active
M. tuberculosis HTS – M. tuberculosis growth inhibition, HTS (AID 449762). M. tuberculosis H37Rv growth inhibition, 7H9 media; higher % means a stronger effect. inhibition, % at 25 µM, or IC50 in µM where a hit was titrated. 0.59% of 330,000 active; in the data active means a potency from the dose series; inconclusive means inhibition above about 70% without an active follow-up result;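 further: bacterial growth assessed after seven days of incubation; strong numbers were not always called active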
VEEV TC-83 Vero 10K pilot screen – recorded beside VEEV TC-83 Vero, whose call it bears; inhibition, %; measured here: 10K pilot screen inhibition
* = called active by the depositor; i = inactive; ? = inconclusive; · = not tested or not shown.

Preview:
SMILES | VEEV TC-83 Vero | M. tuberculosis | PhoP GFP inhibition | H1N1 NS1A inhibition | M. tuberculosis HTS | others
O=C(NC1CCCCCCC1)C1CCC(CNc2c(N3CCCC3)c(=O)c2=O)CC1 (stereo unspecified) | 2.2% | · | · | -12.2% | 2.5%
Cc1ccc(OCC(=O)Nc2ccc3c(c2)OCO3)c(C)c1 | 0.4% | 61.7% | -13.9% | -0.2% | 6.2%
O=C(NCc1ccco1)C(=S)N1CCCC1 | i | -17.2% | 8.7% | 2.3% | -7.3%
Cc1cc(=O)[nH]c(N/N=C/c2c(C)oc3ccccc23)n1 | 1.1% | 2.7% | -1.7% | 0.1% | -3.7%

The whole of this part, previewed entries included:
SMILES | VEEV TC-83 Vero | M. tuberculosis | PhoP GFP inhibition | H1N1 NS1A inhibition | M. tuberculosis HTS | others
O=C(NC1CCCCCCC1)C1CCC(CNc2c(N3CCCC3)c(=O)c2=O)CC1 (stereo unspecified) | 2.2% | · | · | -12.2% | 2.5%
Cc1ccc(OCC(=O)Nc2ccc3c(c2)OCO3)c(C)c1 | 0.4% | 61.7% | -13.9% | -0.2% | 6.2%
O=C(NCc1ccco1)C(=S)N1CCCC1 | i | -17.2% | 8.7% | 2.3% | -7.3%
Cc1cc(=O)[nH]c(N/N=C/c2c(C)oc3ccccc23)n1 | 1.1% | 2.7% | -1.7% | 0.1% | -3.7%
CN(Cc1ccccc1)C(=O)c1cccc(NC(=O)Cc2cccc([N+](=O)[O-])c2)c1 | 1.2% | 38.0% | · | 12.9% | 8.9%
Cc1ccc(S(=O)(=O)NCC(c2cccnc2)N(C)C)cc1 (stereo unspecified) | 1.8% | -1.2% | 4.2% | 7.3% | -11.1%
O=C(C1CCN(S(=O)(=O)N2CCOCC2)CC1)N1CCN(Cc2ccc3c(c2)OCO3)CC1 | 0.5% | · | · | 8.5% | ·
Cc1nnc(NC(=O)CCSc2ccccc2)s1 | 3.5% | -3.4% | 4.3% | 17.9% | -11.1%
O=c1c2cn[nH]c2[nH]c(=S)n1-c1cccc(Cl)c1 | i | -6.0% | -12.8% | -0.5% | -5.9% | VEEV TC-83 Vero 10K pilot screen=0.9
CSc1ccc(S(=O)(=O)NCc2ccccc2)cc1 | 1.0% | 9.8% | 5.5% | -1.8% | 39.6%
FC(F)(F)c1cc(Oc2ccccc2Cl)nc(-c2ccccn2)n1 | 0.1% | 77.8% | -4.5% | -3.4% | -3.0%
COc1ccc(/C=C/C2=CCN(C)CC2)cc1 | 0.7% | 6.5% | 17.2% | 2.2% | -5.5%

An excerpt from the list above, as a working copy:
SMILES | VEEV TC-83 Vero | M. tuberculosis | PhoP GFP inhibition | H1N1 NS1A inhibition | M. tuberculosis HTS | others
O=C(C1CCN(S(=O)(=O)N2CCOCC2)CC1)N1CCN(Cc2ccc3c(c2)OCO3)CC1 | 0.5% | · | · | 8.5% | ·
Cc1nnc(NC(=O)CCSc2ccccc2)s1 | 3.5% | -3.4% | 4.3% | 17.9% | -11.1%
O=c1c2cn[nH]c2[nH]c(=S)n1-c1cccc(Cl)c1 | i | -6.0% | -12.8% | -0.5% | -5.9% | VEEV TC-83 Vero 10K pilot screen=0.9
CSc1ccc(S(=O)(=O)NCc2ccccc2)cc1 | 1.0% | 9.8% | 5.5% | -1.8% | 39.6%

Other structures.
SMILES | VEEV TC-83 Vero | M. tuberculosis | PhoP GFP inhibition | H1N1 NS1A inhibition | M. tuberculosis HTS | others
Cc1onc(-c2ccccc2)c1C(=O)N1CCCN(C(=O)c2c(-c3ccccc3)noc2C)CC1 | 2.3% | 25.7% | 4.5% | -12.8% | -6.3%
CC1COc2ccccc2N1S(=O)(=O)c1cc(Cl)ccc1Cl (stereo unspecified) | 2.6% | 31.0% | -2.0% | -5.2% | 2.3%
Nc1nc(N2CCN(C(c3ccccc3)c3ccccc3)CC2)n[nH]1 | i | 5.0% | 12.5% | 3.1% | 3.9%
N#Cc1c(N)nc2c(c1N)CC(C(F)(F)F)O2 (stereo unspecified) | 1.2% | 3.4% | 2.3% | -9.6% | -3.8%
CCCc1cc(=O)[nH]c(SCC(=O)c2ccc3c(c2)OCCO3)n1 | 0.9% | 7.2% | -14.7% | -3.6% | -1.8%
O=S(=O)(NCCN1CCCC1)c1ccc(Br)cc1 | 0.2% | -0.7% | -3.3% | -6.5% | 0.4%
COc1ccc(-n2c(SCC(=O)Nc3ccc(NC(C)=O)cc3)nc3c([nH]c4ccccc43)c2=O)cc1OC | 5.6% | 6.1% | -9.4% | 17.8% | -19.8%
CCCCc1c(O)n2c(nc3ccccc32)[nH]c1=O | 2.6% | 17.6% | -2.5% | -5.6% | -7.9%
O=C(O)c1ccc(CN(c2ccccn2)S(=O)(=O)c2ccccc2)cc1 | 0.4% | 4.3% | 19.7% | -16.9% | -1.2%
CC1=CC(C)(C)N(C(=O)CNC2CCCC2)c2cc(C)ccc21 | i | 6.3% | 6.1% | -5.6% | 1.1%
COc1ccccc1CN1C[C@@H]2C[C@@H](c3ccc(Cl)cc3)N3CCC[C@@]23C1=O | 4.6% | 28.5% | 6.5% | -1.5% | 1.4%
CCOc1cc(/C=C2\C(=N)N3N=C(N4CCCCC4)SC3=NC2=O)ccc1OC(=O)c1ccco1 | 7.8% | ? | -1.3% | 1.2% | ?
CCOC(=O)c1nn(-c2ccccc2)c2nc(-c3ccc(OC)cc3)c(C#N)c(=O)n12 | i | -13.3% | -4.0% | -8.7% | -10.6%
Cc1ccnc(NCc2ccc(Br)cc2)c1 | 2.9% | 8.6% | 3.1% | -21.2% | 8.9%
Cc1cccc(/C(N)=N/OC(=O)c2ccc(F)cc2)c1 | 3.5% | 61.4% | 10.5% | -5.1% | 1.9%
CCCNC(=O)CNC(=O)c1ccc(C#N)cc1 | 1.7% | -13.2% | · | -0.3% | 1.7% | VEEV TC-83 Vero 10K pilot screen=1.4
C=CCn1c(COc2cccc(C)c2)nnc1SCC(=O)c1c[nH]c2c(CC)cccc12 | 2.4% | 11.0% | 7.7% | -10.5% | 3.1%
COC(=O)C1C(=O)CC(C)(O)C(C(=O)OC)C1c1ccc2c(c1)OCO2 (stereo unspecified) | 1.2% | -5.6% | -7.0% | -9.6% | -6.8%
COCCN(CC(=O)Nc1cccc(C)c1C)C(=O)C1(c2ccc(Cl)cc2)CCC1 | 2.8% | 32.7% | · | -1.7% | -2.3%
CC(=O)NC(Cc1ccccc1F)C(=O)NC1CCN(c2ncccc2[N+](=O)[O-])CC1 (stereo unspecified) | 1.3% | 8.6% | -3.0% | -7.3% | 1.6%
COc1ccc(C(C(=O)NCC2CCCO2)N(C(=O)Cn2nnc3ccccc32)c2ccc(NC(C)=O)cc2)cc1 (stereo unspecified) | 0.8% | -4.3% | 10.6% | -7.5% | 8.5%
NS(=O)(=O)c1ccc(CCNC(=O)CSc2nc3ccccc3c(=O)n2CCN2CCOCC2)cc1 | 2.2% | -0.1% | 4.7% | -4.1% | -10.2%
Cc1cccc(-n2ccc(=O)c(C(=O)Nc3ccc(S(=O)(=O)Nc4nccs4)cc3)n2)c1 | 2.1% | 53.3% | 6.6% | 14.1% | -3.5%
CCOc1ccc(C(=O)Nc2cc(-c3nc4ccccc4[nH]3)ccc2C)cc1[N+](=O)[O-] | 2.1% | 47.0% | 0.3% | -5.0% | -6.0%

Three compounds from above, ordered by length of the SMILES, ascending.
SMILES | VEEV TC-83 Vero | M. tuberculosis | PhoP GFP inhibition | H1N1 NS1A inhibition | M. tuberculosis HTS | others
CC(=O)NC(Cc1ccccc1F)C(=O)NC1CCN(c2ncccc2[N+](=O)[O-])CC1 (stereo unspecified) | 1.3% | 8.6% | -3.0% | -7.3% | 1.6%
CCOc1ccc(C(=O)Nc2cc(-c3nc4ccccc4[nH]3)ccc2C)cc1[N+](=O)[O-] | 2.1% | 47.0% | 0.3% | -5.0% | -6.0%
COc1ccc(C(C(=O)NCC2CCCO2)N(C(=O)Cn2nnc3ccccc32)c2ccc(NC(C)=O)cc2)cc1 (stereo unspecified) | 0.8% | -4.3% | 10.6% | -7.5% | 8.5%

Going on with the list.
SMILES | VEEV TC-83 Vero | M. tuberculosis | PhoP GFP inhibition | H1N1 NS1A inhibition | M. tuberculosis HTS | others
CCCSc1ccc([C@@H]2[C@H]3C(=O)N(CC)C(=O)[C@H]3[C@]3(C(=O)OC)CCCCN23)cc1OC | 5.7% | -1.0% | -8.5% | 11.0% | -11.0%
Cc1cc(C)nc(NCC(O)CNc2ccccc2Cl)n1 (stereo unspecified) | 4.5% | 1.2% | 8.1% | -0.3% | 11.8%
CCc1cc(-c2[nH]ncc2-c2nc3ccccc3n2C)c(O)cc1O | 1.4% | 2.9% | 2.2% | -5.6% | 0.5%
CCOC(=O)C1=C(C)OC(N)=C(C(=O)OC)C12C(=O)Nc1ccc(Br)cc12 (stereo unspecified) | 3.1% | 8.9% | 3.9% | 7.5% | 5.8%
O=C(COC(=O)/C=C/c1ccc(C(F)(F)F)cc1)Nc1ccc2[nH]c(=O)[nH]c2c1 | 0.5% | · | · | -4.5% | ·
CNC(=O)c1nc(C)n(-c2cc(Cl)cc(Cl)c2)n1 | 0.4% | -12.2% | -4.6% | 1.6% | -3.7%
